RGS8-Gao: regulators of human RGS8-Galphao interaction | P09471 | multiplexed bead flow cytometry, RGS8-Galphao binding; actives lie on both sides | response (percent of control binding), % at 10 µM | hit rate 0.34% among 220,000; in the data active = response below about 60% or above about 140%; inactive = in between;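 also: Galphao activated as the GDP aluminium fluoride complex binding bead-coupled RGS8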
Bim-Bcl-B: disrupts Bim peptide binding to human Bcl-B. inhibition, % at 10 µM. AID 951. bead-based flow cytometry. hit rate 0.073% among 190,000;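 also: 0% = tracer peptide without compound and 100% = reference inhibitor peptide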
RGS7-Gao: human RGS7-Galphao interaction regulation. hit rate 0.35% among 220,000. Multiplexed bead flow cytometry, RGS7-Galphao binding; actives lie on both sides. P09471. binding response (% of control), % at 10 µM; in the data active = binding response below about 49% or above about 150%; inconclusive = no clear call, values can overlap the other calls; inactive = in between;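 also: fluorescent Galphao held in activated GDP-AlF4 state binding bead-coupled RGS7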
Bim-Mcl-1: disrupts Bim peptide binding to human Mcl-1 | Q07820 | Bead-based flow cytometry, Bim peptide-Mcl-1 binding | inhibition, % at 10 µM | hit rate 0.1% among 190,000 | AID 1009;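 also: 0% = no compound tracer wells and 100% = peptide blocker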
ABCG2 block: human ABCG2 inhibition, ABCB1 as counter-screen. Q9UNQ0. IgMXP3 cells, JC-1 efflux, flow cytometry. inhibition, % at 6.6 µM. hit rate 0.1% among 190,000. AID 1325;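 active = inhibition above 80%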;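 also: 0% = DMSO and 100% = nicardipine control wells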
Target sequence (Q9UNQ0 whole entry, looked up): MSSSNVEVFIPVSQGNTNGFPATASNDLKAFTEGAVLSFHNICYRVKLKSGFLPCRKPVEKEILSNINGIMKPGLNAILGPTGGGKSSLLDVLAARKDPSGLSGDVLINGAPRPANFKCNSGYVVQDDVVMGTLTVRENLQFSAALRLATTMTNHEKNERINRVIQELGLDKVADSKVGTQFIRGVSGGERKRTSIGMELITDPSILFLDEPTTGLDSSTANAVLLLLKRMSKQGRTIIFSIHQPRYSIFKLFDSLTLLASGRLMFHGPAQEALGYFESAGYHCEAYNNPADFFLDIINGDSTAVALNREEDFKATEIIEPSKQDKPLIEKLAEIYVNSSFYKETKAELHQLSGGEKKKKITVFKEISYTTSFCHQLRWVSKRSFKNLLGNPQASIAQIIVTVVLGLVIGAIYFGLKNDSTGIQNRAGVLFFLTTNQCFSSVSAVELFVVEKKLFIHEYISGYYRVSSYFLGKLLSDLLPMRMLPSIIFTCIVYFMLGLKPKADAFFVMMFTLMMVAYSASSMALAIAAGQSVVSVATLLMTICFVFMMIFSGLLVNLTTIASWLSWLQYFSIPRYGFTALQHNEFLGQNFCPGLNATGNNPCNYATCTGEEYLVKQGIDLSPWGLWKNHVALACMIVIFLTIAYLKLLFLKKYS
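Times: 10 min at 25 °C | Test system: Two drug-resistant human cell lines, ABCG2 and ABCB1 | Quantity: 3 million cells/mL final, two lines in 1:1 ratio | Signal: Flow cytometry, 530 nm JC-1 signal | Dosing: Compound at 6.6 µM | Controls: Nicardipine and DMSO wells | Reagent: JC-1 as fluorescent efflux pump substrate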
Bcl-2 Bim block: human Bim-Bcl-2 interaction inhibition; P10415; Bead-based flow cytometry, Bim peptide-Bcl-2 binding; inhibition, % at 10 µM; hit rate 0.06% among 190,000; AID 950; in the data active = inhibition above about 40%; inconclusive = no clear call, values can overlap the other calls;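 also: 0% = no compound wells with probe peptide and 100% = reference peptide inhibitor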
RGS4-Gao reg: human RGS4-Galphao interaction regulation. P09471. Multiplexed bead flow cytometry, RGS4-Galphao binding; actives lie on both sides. binding response (% of control), % at 10 µM. hit rate 0.33% among 220,000; in the data active = binding response below about 49% or above about 150%; inactive = in between;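 also: fluorescent Galphao activated with aluminum fluoride binding bead-coupled RGS4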
Bim-Bcl-W: disrupts Bim peptide binding to human Bcl-W. inhibition, % at 10 µM. bead-based flow cytometry. AID 952. hit rate 0.02% among 190,000. Q92843;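 also: 0% = bound tracer without compound and 100% = peptide blocker; higher means less fluorescent Bim peptide bound to Bcl-W beads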
Target sequence (Q92843 whole entry, looked up): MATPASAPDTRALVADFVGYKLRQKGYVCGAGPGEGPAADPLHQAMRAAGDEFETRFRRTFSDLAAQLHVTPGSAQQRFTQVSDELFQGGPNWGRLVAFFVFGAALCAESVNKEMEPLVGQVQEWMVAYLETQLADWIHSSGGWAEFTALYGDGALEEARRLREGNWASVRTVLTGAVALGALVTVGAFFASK
ABCB1 inh: inhibitors of human ABCB1 transporter, ABCG2 counter-screen. CCRF-Adr cells, JC-1 efflux, flow cytometry. hit rate 0.067% among 190,000. inhibition, % at 6.6 µM; in the data active = inhibition above about 40%;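 also: 0% = vehicle and 100% = reference inhibitor; higher value means more JC-1 retained so stronger ABCB1 efflux block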
Bfl-1 Bim block: human Bim-Bfl-1 interaction inhibition. Q16548. Bead-based flow cytometry, Bim-Bfl-1 binding inhibition. inhibition, % at 10 µM. hit rate 0.12% among 190,000;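 also: 0% = wells without compound plus tracer and 100% = blocker peptide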
Bim-Bcl-XL: human Bim-Bcl-XL interaction inhibition; Bim peptide-Bcl-XL binding, bead flow cytometry, fluorescence; inhibition, % at 10 µM; hit rate 0.04% among 190,000; AID 1007
Target sequence (Q07817 whole entry, looked up): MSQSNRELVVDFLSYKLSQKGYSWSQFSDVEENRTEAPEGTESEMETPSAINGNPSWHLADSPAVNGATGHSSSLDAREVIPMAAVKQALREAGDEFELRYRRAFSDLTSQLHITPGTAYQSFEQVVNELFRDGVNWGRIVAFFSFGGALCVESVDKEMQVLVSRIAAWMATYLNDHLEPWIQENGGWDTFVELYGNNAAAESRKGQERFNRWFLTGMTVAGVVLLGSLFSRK
* = called active by the depositor; ? = inconclusive. Rule as the data show it, unless noted: active = inhibition above about 40%. Not a hit list (roughly 0.94% active in at least one column).

compound,Bim-Bcl-XL,RGS4-Gao reg,Bcl-2 Bim block,Bim-Bcl-B,ABCG2 block,RGS7-Gao,ABCB1 inh,Bim-Mcl-1,Bfl-1 Bim block,RGS8-Gao,Bim-Bcl-W
Cc1ccc(C(=O)COC(=O)C2C3C=CC(C3)C2C(=O)OCC(=O)c2ccc(C)c(C)c2)cc1C (stereo not drawn),-4,102,0,1,8,100,1.3,-1,0,101,-1
Fc1cccc(NCc2ccoc2)c1,-4,101,-6,-3,1,97,0.3,-4,-6,101,-1
Cc1ccc(-n2c(SCC(=O)NCc3ccco3)nc3nc4c(cc3c2=O)COC(C)(C)C4)cc1,-5,100,-6,-8,0,101,0.0,-2,-12,101,-2
Cc1cc(C)cc(-n2ccnc2SCC(=O)Nc2nccs2)c1,-3,104,-10,-8,-5,102,-6.2,-1,-9,102,-2
COc1c(C)cc(C(=O)C2CCCN(Cc3cnc(N4CCOCC4)s3)C2)cc1C (stereo not drawn),-1,98,1,-4,2,95,1.0,3,-4,99,-1
CCCCc1nc(SCC(=O)Nc2ccc(S(N)(=O)=O)cc2)n[nH]1,1,104,-11,-16,0,105,0.1,-1,-13,105,0
Cc1cccc(C)c1NC(=O)CCCSc1nc2ccccc2s1,-7,100,-1,-9,0,102,0.0,4,1,100,-5
CCOC(=O)CCCNC(=O)COC(=O)c1cc(C)cc(C)c1,-10,104,-5,-6,18,103,0.6,-5,-22,105,-1
O=C(COc1ccc2ccccc2c1)NNC(=O)c1ccc([N+](=O)[O-])cc1,-1,95,-8,-4,0,88,-0.2,-3,-7,102,-4
COc1ccc(CCNC(=O)COc2ccc(C)nc2[N+](=O)[O-])cc1OC,-5,101,0,-4,3,104,0.1,-3,-3,102,-8
CCN(CC)c1ccc(/C=N/NC(=O)c2ccc([N+](=O)[O-])cc2)cc1,-1,100,-4,-4,7,94,0.9,-3,-3,98,-2
O=C1CN(Cc2cc(=O)oc3cc4c(cc23)CCC4)CCN1,0,97,-1,-2,6,?,0.6,0,-3,99,1
Cc1ccc(C(=O)N2CCN(C3CCCCC3)CC2)s1,3,96,-10,-12,3,97,0.6,-7,-11,100,3
CN(CCc1ccccn1)C(=O)CC1C(=O)NCCN1Cc1ccc(-c2ccccc2)cc1 (stereo not drawn),-2,103,-1,-4,-1,99,-0.6,-6,3,98,-4
CC1=C(C(=O)OC2CCCCC2)C(c2ccc(C)o2)C2=C(CC(C)(C)CC2=O)N1 (stereo not drawn),-1,100,0,0,17,101,0.8,-1,-1,118,2
CC(=O)OC(C)C(=O)NS(=O)(=O)c1ccc(C)cc1 (stereo not drawn),-3,105,-5,-6,3,105,1.4,-1,-7,98,0
CCCCC(=O)NCc1ccc(Cl)cc1,-6,101,-5,-5,5,101,-0.2,-3,-2,96,-4
CN(CCc1ccccn1)S(=O)(=O)c1ccc2c3c(cccc13)C(=O)N2,-3,100,-3,-3,1,100,0.1,-2,-3,100,-4
O=C(COC(=O)/C=C/c1ccccc1)NCCC1=CCCCC1,-5,105,0,1,1,100,0.2,-5,3,105,-2
Cc1c(F)cccc1NC(=O)CCC(=O)O,-1,113,-5,-7,0,105,0.2,0,-8,109,1
Cc1nc2sc(C(=O)Nc3ccccc3)c(N)c2c(C)c1[N+](=O)[O-],0,90,-5,-8,17,93,2.1,0,-11,80,0
Cc1[nH]c2ccccc2c1C(=O)NS(=O)(=O)Nc1ccc(Cl)cc1,-1,71,-3,-2,1,99,-0.2,-3,-4,87,-3
CCCC(C)C(=O)Nc1nc(C)c(-c2csc(Nc3cc(OC)ccc3OC)n2)s1 (stereo not drawn),-4,100,-5,-5,-2,100,-0.6,0,-7,103,3
CC1=CC(C)(C)n2c(O)c(N=N)c3cc(C)cc1c32,-8,93,-22,-12,37,91,1.2,-1,-11,81,-3
Cc1cc(NC(=O)C2CCN(S(=O)(=O)c3cnc[nH]3)CC2)ccc1Br,-2,102,-13,-9,-6,102,-0.5,0,-15,102,0

The list goes on; the last four above are carried over.
compound,Bim-Bcl-XL,RGS4-Gao reg,Bcl-2 Bim block,Bim-Bcl-B,ABCG2 block,RGS7-Gao,ABCB1 inh,Bim-Mcl-1,Bfl-1 Bim block,RGS8-Gao,Bim-Bcl-W
Cc1[nH]c2ccccc2c1C(=O)NS(=O)(=O)Nc1ccc(Cl)cc1,-1,71,-3,-2,1,99,-0.2,-3,-4,87,-3
CCCC(C)C(=O)Nc1nc(C)c(-c2csc(Nc3cc(OC)ccc3OC)n2)s1 (stereo not drawn),-4,100,-5,-5,-2,100,-0.6,0,-7,103,3
CC1=CC(C)(C)n2c(O)c(N=N)c3cc(C)cc1c32,-8,93,-22,-12,37,91,1.2,-1,-11,81,-3
Cc1cc(NC(=O)C2CCN(S(=O)(=O)c3cnc[nH]3)CC2)ccc1Br,-2,102,-13,-9,-6,102,-0.5,0,-15,102,0
O=CN1CCN(C2CC(=O)N(c3ccc4c(c3)OCO4)C2=O)CC1 (stereo not drawn),-9,102,-4,-3,3,101,0.1,-1,-4,103,0
N#CC1=C(N)OC2=C(C(=O)CCC2)C12C(=O)N1CCCc3cccc2c31 (stereo not drawn),-5,98,0,-5,5,101,0.7,-5,-3,97,-2
CCOc1cccc(-c2nnc(SCC(=O)Nc3cc(C)ccc3OC)n2N)c1,-10,97,-5,-5,6,96,0.7,0,-10,100,0
Cc1nc(Cl)sc1C(=O)Nc1cccc(Cl)c1C,-6,97,-17,-12,8,94,2.5,-3,-7,101,-4
O=C(O)c1ccc(S(=O)(=O)Nc2ccc(F)c(Cl)c2)cc1,-1,109,0,-2,0,109,0.2,-3,-2,109,0
Cc1ccc(C(NC(=O)NC(C)c2ccccc2)C(Cl)(Cl)Cl)cc1F (stereo not drawn),0,94,-2,-4,9,98,2.9,-3,-3,99,-4
Cc1cc(NC(=O)Cn2cnc3c2c(=O)n(C)c(=O)n3C)n(-c2ccccc2)n1,0,101,-8,-6,-2,99,-0.1,1,-7,99,3
Cc1ccccc1CN1CCN(CC(=O)NCc2ccco2)C1=O,-2,102,0,1,1,100,0.5,-1,2,93,0
O=C(NC1CCCCCC1)C1CCN(C(=O)Cc2ccccc2)CC1,-7,104,-8,-12,5,105,2.9,-3,-12,100,-1
COCCOC(=O)C1=C(C)NC(=O)NC1c1cn(-c2ccccc2)nc1-c1cccs1 (stereo not drawn),7,98,8,8,22,101,0.9,2,14,96,0
CCCCn1ccc(O)c(Cc2ccc(F)cc2)c1=O,7,99,-5,-7,-2,99,-2.5,-2,-12,97,-3
COc1ccc(-c2noc(=O)n2CC(=O)N2CCC(Cc3ccccc3)CC2)cc1,-5,93,-5,-4,3,97,0.4,-2,-5,98,-1
Cc1cc(C)n(-c2ncnc3c2oc2ccccc23)n1,-11,101,-15,-6,64,100,3.7,-8,-17,102,-6
COc1ccc(N=C(N)SCc2ccccn2)cc1,-2,100,5,-5,0,104,0.0,-2,5,105,0
Cc1cccc(NC(=O)C2CCCN2S(=O)(=O)c2ccc3c(c2)n(C)c(=O)c(=O)n3C)c1 (stereo not drawn),0,99,0,0,0,102,0.0,-3,0,97,-3
O=C(Nc1cccc(NC(=O)c2ccc(-c3ccc(Br)cc3)o2)c1)c1ccccc1,7,97,5,10,-1,97,-0.4,2,8,100,6
Cc1ccc(C(=O)Nc2cc(-c3ccn[nH]3)c(C)n(N)c2=O)cc1,-3,103,-1,-2,16,103,-0.4,-3,0,101,-3
COc1ccc(N(C)S(=O)(=O)c2ccc(Cl)c(C(=O)NCCc3ccc(Cl)cc3)c2)cc1,-2,102,-4,-3,5,101,3.2,2,-4,100,0
O=C(NNS(=O)(=O)c1ccccc1[N+](=O)[O-])c1ccccc1Cl,1,98,6,3,0,97,0.5,0,2,98,-1
COc1ccc(CNC(=O)c2csnn2)cc1,-3,104,-9,-10,0,103,-0.9,-5,-11,107,-6
O=C(NCc1cccc(Cl)c1)c1cccc(C(F)(F)F)c1,-2,101,-7,-10,23,97,0.6,-2,-17,101,-2
CNc1ccc(S(=O)(=O)NCC(=O)OCC(=O)Nc2cccc(Cl)c2Cl)cc1[N+](=O)[O-],-8,105,0,-8,2,107,0.2,-5,0,105,-4
O=C(C1=C[C@H](c2csc3ccccc23)C[C@H](OCCCCO)O1)N1CCN(Cc2ccccc2)CC1,-1,105,0,3,8,102,10,-6,3,104,-3
COc1cccc(NC(=S)/C(=C(\[O-])c2cc(C)n(-c3ccccc3F)c2C)[n+]2ccc(N(C)C)cc2)c1,-2,108,-6,-7,9,105,4.3,-1,-5,110,-2
COc1cccc(Cn2cnc3c(NS(=O)(=O)c4cc(Cl)ccc4Cl)c(C)c(C)cc32)c1,6,103,-5,-6,1,103,0.5,3,-8,102,4

Carrying on:
compound,Bim-Bcl-XL,RGS4-Gao reg,Bcl-2 Bim block,Bim-Bcl-B,ABCG2 block,RGS7-Gao,ABCB1 inh,Bim-Mcl-1,Bfl-1 Bim block,RGS8-Gao,Bim-Bcl-W
c1ccc(CNn2c(N3CCOCC3)nc3ccccc32)cc1,-4,91,-12,-4,26,93,0.6,-3,-19,99,0
NC(=O)c1cc(-c2ccccc2)nc(N2CCOCC2)n1,-1,94,0,1,1,90,0.5,1,2,83,1
O=S(=O)(c1ccc(OCC(O)CN2CCCCC2)cc1)N1CCOCC1 (stereo not drawn),-11,99,-9,-9,-2,104,0.2,-3,-17,100,-2
CCOC(=O)N1CCC(N2C(=O)c3ccc(C(=O)NCc4ccc(F)cc4)cc3C2=O)CC1,-1,104,-6,-7,2,97,0.6,-1,-11,102,-1

Exported with each value named: part of the list above
Cc1ccc(C(=O)COC(=O)C2C3C=CC(C3)C2C(=O)OCC(=O)c2ccc(C)c(C)c2)cc1C (stereo not drawn)
  Bim-Bcl-XL: -4	RGS4-Gao reg: 102	Bcl-2 Bim block: 0	Bim-Bcl-B: 1	ABCG2 block: 8	RGS7-Gao: 100	ABCB1 inh: 1.3	Bim-Mcl-1: -1	Bfl-1 Bim block: 0	RGS8-Gao: 101	Bim-Bcl-W: -1
Fc1cccc(NCc2ccoc2)c1
  Bim-Bcl-XL: -4	RGS4-Gao reg: 101	Bcl-2 Bim block: -6	Bim-Bcl-B: -3	ABCG2 block: 1	RGS7-Gao: 97	ABCB1 inh: 0.3	Bim-Mcl-1: -4	Bfl-1 Bim block: -6	RGS8-Gao: 101	Bim-Bcl-W: -1
Cc1ccc(-n2c(SCC(=O)NCc3ccco3)nc3nc4c(cc3c2=O)COC(C)(C)C4)cc1
  Bim-Bcl-XL: -5	RGS4-Gao reg: 100	Bcl-2 Bim block: -6	Bim-Bcl-B: -8	ABCG2 block: 0	RGS7-Gao: 101	ABCB1 inh: 0.0	Bim-Mcl-1: -2	Bfl-1 Bim block: -12	RGS8-Gao: 101	Bim-Bcl-W: -2
Cc1cc(C)cc(-n2ccnc2SCC(=O)Nc2nccs2)c1
  Bim-Bcl-XL: -3	RGS4-Gao reg: 104	Bcl-2 Bim block: -10	Bim-Bcl-B: -8	ABCG2 block: -5	RGS7-Gao: 102	ABCB1 inh: -6.2	Bim-Mcl-1: -1	Bfl-1 Bim block: -9	RGS8-Gao: 102	Bim-Bcl-W: -2

Assay outcomes: PubChem, NMMLSC
